# Screens: PubChem, several laboratories
# ERa SRC1 pot – ER-alpha (human) coactivator binding potentiation. P03372. TR-FRET ERalpha-LBD/SRC-Cy5 coactivator binding, 2 h; 100 = basal binding, no effect. coactivator binding (% of control), % at 25.6 µM. 1.3% of 86,000 active. AID 639; in the data active means activity above about 200%;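 further: binding measured in presence of low estradiol as agonist stimulus; 0% = peptide alone without receptor and 100% = receptor with peptide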
# ERa coact inh – ER-alpha (human) coactivator binding inhibition; P03372; TR-FRET ER-alpha LBD / SRC-1 peptide, estradiol-bound; inhibition, % at 25.6 µM; 1.7% of 86,000 active; in the data active means inhibition above about 50%;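 further: 0% = receptor plus peptide control and 100% = peptide only without receptor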
# PLK1 PBD inh – inhibitors of human Plk1 polo box domain binding. inhibition, %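 (tested at about 20 µM)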. Plk1 PBD phosphopeptide binding, fluorescence polarization. P53350. 0.13% of 97,000 active; in the data active means inhibition above about 34%, passing the limit was not always enough
# Target sequence (P53350 whole entry, looked up, the tested form may be a part): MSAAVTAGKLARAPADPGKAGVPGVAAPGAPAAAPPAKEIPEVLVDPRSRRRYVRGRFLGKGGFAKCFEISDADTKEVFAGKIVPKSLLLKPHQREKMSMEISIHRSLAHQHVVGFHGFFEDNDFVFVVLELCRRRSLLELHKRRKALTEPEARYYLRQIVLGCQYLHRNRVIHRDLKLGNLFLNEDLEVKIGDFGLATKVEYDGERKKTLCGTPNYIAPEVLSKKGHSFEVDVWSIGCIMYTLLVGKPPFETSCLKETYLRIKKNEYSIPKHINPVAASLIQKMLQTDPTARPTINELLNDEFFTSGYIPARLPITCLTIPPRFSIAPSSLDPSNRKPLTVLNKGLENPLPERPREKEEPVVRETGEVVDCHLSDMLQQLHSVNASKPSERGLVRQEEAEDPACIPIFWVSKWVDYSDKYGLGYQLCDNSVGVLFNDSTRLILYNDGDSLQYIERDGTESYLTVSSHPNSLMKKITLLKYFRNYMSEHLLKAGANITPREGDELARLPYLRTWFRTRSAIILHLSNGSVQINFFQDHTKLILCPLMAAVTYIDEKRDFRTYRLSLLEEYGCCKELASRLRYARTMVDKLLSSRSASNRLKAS
# ERb SRC1 inh – blocks coactivator binding to human estrogen receptor beta; TR-FRET ER-beta LBD / SRC1-Cy5 peptide binding; receptor agonist-loaded with 1 µM estradiol; inhibition, % at 25.6 µM; 1.3% of 86,000 active; AID 633;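 active means compounds whose percent inhibition of the receptor-coactivator binding signal exceeds about 50% in the single-dose screen, limit read from the data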;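 further: 0% = receptor plus peptide wells without compound and 100% = peptide-only wells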
# Rev-RRE block – inhibitors of HIV-1 Rev-RRE RNA interaction. Rev peptide-RRE RNA binding, FRET. 0.79% of 97,000 active. P05866. inhibition, % at 8 µM;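 active means inhibition above the screen-wide mean plus 3 SD, cut at about 35% in these data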;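 further: 0% = median DMSO wells and 100% = median Neomycin B control wells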
# Target sequence (P05866 whole entry, looked up): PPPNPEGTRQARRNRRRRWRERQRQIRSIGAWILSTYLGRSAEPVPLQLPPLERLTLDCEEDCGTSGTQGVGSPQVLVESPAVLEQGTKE
#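 Probe or stimulus: fluorescein-Rev peptide as binding partner; assay system: Cy5-tagged RRE RNA duplex with fluorescein-tagged Rev peptide; timing: 5 min compound–RNA preincubation, then 15 min with peptide, 25 °C; medium: HEPES pH 7.5 buffer with KCl, MgCl2, NaCl and EDTA; signal: fluorescein-to-Cy5 FRET, 480 nm excitation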
# PLK1 inh – blocks human PLK1 kinase activity | P53350 | recombinant PLK1 kinase, TR-FRET peptide phosphorylation | inhibition, % at 10 µM | 0.53% of 97,000 active | AID 619;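 active means inhibition of 50% or more in the single-concentration screen; inactive means inhibition below 50%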;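 further: 0% = DMSO max control and 100% = H-89 dihydrochloride min control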
# Mac1 fbg enh – increases human CD11b/CD18 adhesion to fibrinogen. 0.07% of 93,000 active. P05107+P11215. K562 CD11b/CD18 adhesion to fibrinogen, ATPlite luminescence. activation, % at 10 µM;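 active means 10 µM primary screen giving 50% or more activity, confirmed by 40% or more on retest at that dose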; further: strong numbers were not always called active; reference of the scale not given here
# FAK blocker – inhibitors of human focal adhesion kinase; biochemical FAK kinase activity assay; Q05397; AID 727; 0.84% of 97,000 active; inhibition, %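 (tested at 7 µM)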; in the data active means inhibition above about 19%;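 further: 0% = DMSO and 100% = reference compound high control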
# Mac1 fbg inh – blocks human CD11b/CD18 adhesion to fibrinogen; AID 1497; inhibition, % at 10 µM; K562 CD11b/CD18 adhesion to fibrinogen, ATPlite luminescence; Mn2+ added to activate the integrin; 0.54% of 93,000 active; P05107+P11215;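 active means primary inhibition of 50% or more at 10 µM, then 40% or more on retest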; further: some results filed as inactive read as strong as hits
# The depositor's hits bear a star; / = no result given; [ ] = remark or other dose.
SMILES,ERa SRC1 pot,ERa coact inh,PLK1 PBD inh,ERb SRC1 inh,Rev-RRE block,PLK1 inh,Mac1 fbg enh,FAK blocker,Mac1 fbg inh
Nc1nc(C(=O)N2CCOCC2)nn1C(=O)c1ccc(Cl)cc1,108[fluorescence artefact?],-2,/,-6,/,/,-3,/,-20
CN(CC(=O)Nc1ccncc1)S(=O)(=O)c1ccc(Br)cc1,83,2,-16,-5,-2,-5,-3,0,-4
C=C(C)CSc1nncn1/N=C/c1ccc(OC)cc1,100,-9,-13,-10,12,-10,-3,2,10
CC(NC(=O)COc1ccc(/C=N/NC(=O)C(=O)Nc2ccccc2Br)cc1)c1ccccc1 (stereo not drawn),/,/,19,/,-1,-2,24,18,-1
Cn1c(NCc2ccccc2)cc(=O)n(C)c1=O,92,2,-18,17,8,-7,0,-6,-4
Cc1ccccc1NC(=O)CN1C(=O)NC2(CCCCC2)C1=O,102,-2,3,0,14,-2,1,0,-58
c1ccc(C2=Nc3ccccc3NC(c3ccccc3)C2)cc1 (stereo not drawn),/,/,-11,/,15,-18,13,-6,7
CCC1=NC(c2ccccc2)N(O)C1(C)C (stereo not drawn),91,4,-3,-3,6,8,3,-2,1
O=C(COc1ccccc1)Nn1cnc2ccccc21,110[fluorescence artefact?],5,-1,1,3,-2,-1,-2,-15
O=C(NC1CCCC1)C(c1ccncc1)N(Cc1cccs1)C(=O)c1csnn1 (stereo not drawn),101,-3,-8,-2,8,-2,-2,-2,-10
O=C(O)CCc1ccc(-c2cccs2)n1NC(=O)c1ccc(Cl)cc1,82,10,-11,17,-4,-1,-3,-4,-3
CCOC(=O)CCSc1nc(C)cc(C(F)(F)F)c1C#N,98,0,-27,-1,80*,-4,-2,0,24
COC(=O)c1ccc(-n2c(C)nc(=O)c(-c3ccccc3)c2C)cc1,98,-9,-22,-7,-5,-8,-5,-10,-16
O=C1N(Nc2ccccc2)C(c2ccc(Br)cc2)C12CCCC2 (stereo not drawn),98[fluorescence artefact?],-5,-7,-9[fluorescence artefact?],14,-13,5,-1,3
COc1cc(/C=N/NC(=O)C(=O)N2CCCC2)ccc1O,/,/,11,/,4,-3,-4,-4,-27
O=C(NCc1ccc2c(c1)OCO2)C1COc2ccccc2O1 (stereo not drawn),106,-27,2,-17[fluorescence artefact?],1,-16,/,1,/
COc1ccccc1N1CCN(C(c2cc3ccc(C)cc3[nH]c2=O)c2nnnn2C2CCCC2)CC1 (stereo not drawn),88,3,-12,2,-4,-9,0,-4,-10
CCOC(=O)N1CCC(=NNS(=O)(=O)c2cccc([N+](=O)[O-])c2)CC1,/,/,28,/,4,-14,-2,1,8
CCOC(=O)N1CCC(n2c(SCC(=O)N3CCC(C)CC3)nc3ccccc3c2=O)CC1,108,-9,-26,4,4,-4,-3,-5,9
CCN(CC)Cc1c(O)c(Cl)cc2c(C)c(C)c(=O)oc12,98,9,-12,7,4,-29,6,0,-6

# Seven consecutive compounds from above, quoted:
SMILES,ERa SRC1 pot,ERa coact inh,PLK1 PBD inh,ERb SRC1 inh,Rev-RRE block,PLK1 inh,Mac1 fbg enh,FAK blocker,Mac1 fbg inh
Nc1nc(C(=O)N2CCOCC2)nn1C(=O)c1ccc(Cl)cc1,108[fluorescence artefact?],-2,/,-6,/,/,-3,/,-20
CN(CC(=O)Nc1ccncc1)S(=O)(=O)c1ccc(Br)cc1,83,2,-16,-5,-2,-5,-3,0,-4
C=C(C)CSc1nncn1/N=C/c1ccc(OC)cc1,100,-9,-13,-10,12,-10,-3,2,10
CC(NC(=O)COc1ccc(/C=N/NC(=O)C(=O)Nc2ccccc2Br)cc1)c1ccccc1 (stereo not drawn),/,/,19,/,-1,-2,24,18,-1
Cn1c(NCc2ccccc2)cc(=O)n(C)c1=O,92,2,-18,17,8,-7,0,-6,-4
Cc1ccccc1NC(=O)CN1C(=O)NC2(CCCCC2)C1=O,102,-2,3,0,14,-2,1,0,-58
c1ccc(C2=Nc3ccccc3NC(c3ccccc3)C2)cc1 (stereo not drawn),/,/,-11,/,15,-18,13,-6,7

# Carrying on.
SMILES,ERa SRC1 pot,ERa coact inh,PLK1 PBD inh,ERb SRC1 inh,Rev-RRE block,PLK1 inh,Mac1 fbg enh,FAK blocker,Mac1 fbg inh
O=C(CSc1nnc(CNC(=O)c2ccccc2F)o1)NCCc1ccccc1,81,19,-8,30,7,-8,-2,2,6
C=CCOC(=O)C(C#N)c1nc2ccccc2nc1N1CCN(c2ccccc2OCC)CC1 (stereo not drawn),128,-10,/,-6,/,/,4,/,-1
O=C(C1CCN(S(=O)(=O)N2CCC3(CC2)OCCO3)CC1)N1CCc2ccccc2C1,108,0[fluorescence artefact?],-11,1[fluorescence artefact?],6,-2,0,1,-19
CC(C)C(=O)N1CCC(c2nc(-c3ccc(S(=O)(=O)N4CCCC4)cc3)no2)CC1,/,/,-23,/,11,-14,/,3,/
Cc1cccc(N2CCN(C(=O)CN3CCOc4ccccc43)CC2C)c1 (stereo not drawn),116,0,-1,7,5,11,3,-6,3
CCCn1nc(Oc2nc(NCC)nc(NCC)n2)ccc1=O,103,-5,-2,-19[fluorescence artefact?],-1,-4,/,2,/
NC(=O)c1sc2nc3c(c(-c4cccnc4)c2c1N)CCC3,91,-8[fluorescence artefact?],-28,2[fluorescence artefact?],7,-2,/,11,/
CCOC(=O)CC1ON(C)C(=O)N1c1ccc(Cl)cc1Cl (stereo not drawn),119,0,-2,-6,2,-10,5,3,5
COc1c(S(=O)(=O)n2nc(C)cc2C)ccc(Cl)c1Cl,92,-1,-15,3,11,-7,0,-6,12
O=c1[nH]cnc2scc(C3COc4ccccc4O3)c12 (stereo not drawn),112[fluorescence artefact?],1,/,-2,/,/,-4,/,-8
CN(C)CCN(Cc1ccccc1)c1nccc(N(C)C)c1C#N,96,10[fluorescence artefact?],-10,-4,-1,-11,-2,0,19
Cc1nnc(SCCn2c(N3CCN(C)CC3)nc3c2c(=O)n(C)c(=O)n3C)s1,117,1,-15,-7,2,-15,-1,15,-26
Cc1ccc(-c2nc(CS(=O)CC(=O)NCc3ccccc3)c(C)o2)cc1 (stereo not drawn),126,-11,35,-5,7,-5,1,-3,-3
COc1ccc(NC(C)=O)cc1NC(=O)CSc1nnc(-c2ccccn2)n1C,120,2,-1,1,9,3,1,3,-4
O=C(NCc1ccc(Cl)cc1)c1cc(=O)nc2sc(-c3ccccc3)nn12,84[fluorescence artefact?],12,-5,13[fluorescence artefact?],13,-11,-3,1,-35
CCOC(=O)c1sc(NC(=O)C2CCCO2)c(C(=O)OC)c1C (stereo not drawn),128,-9,2,-5,9,-4,/,-1,/
Cc1cc(=O)[nH]c(SCCOc2cccc(C(F)(F)F)c2)n1,97,-3,4,-16,16,-13,-2,-2,11
COc1cc(/C=N/n2c(SC)nnc(C(C)(C)C)c2=O)ccc1O,108,-2,7,-5,2,-1,-8,0,0
Cc1cccc(CC2CC(=O)N(C3CCCCC3)C2=O)c1 (stereo not drawn),112,-4,3,-1,9,-9,7,-1,4
Cc1ccccc1NC(=S)NC(NC(=O)N(C)C)C(Cl)(Cl)Cl (stereo not drawn),/,/,-27,/,5,-10,/,1,/
CC1CCCC(NS(=O)(=O)c2ccc3c(c2)OCCO3)C1C (stereo not drawn),90,3[fluorescence artefact?],10,4,13,-9,-3,0,16
CCOc1nc(NCCO)nc(NCCC2=CCCCC2)n1,104,-8,7,-4,0,-8,/,1,/
CCc1ccc(NS(=O)(=O)c2ccc3[nH]cc(C(=O)N4CCCCC4)c(=O)c3c2)cc1,/,/,11,/,7,-6,-4,-2,-21
O=C(NCC(O)c1ccccc1)c1cccc(S(=O)(=O)N2CCOCC2)c1 (stereo not drawn),121,-8,11,-12,5,16,-3,-2,4
O=C(O)C1CCCN1S(=O)(=O)c1ccc2c(c1)CCC2 (stereo not drawn),116,5[fluorescence artefact?],-2,3[fluorescence artefact?],5,-7,-4,-3,-9
O=C(CCN1C(=O)COc2ccccc21)NCc1ccco1,121,4,/,1,/,/,-5,/,26
COc1cccc(/C(O)=C2/C(=O)C(=O)N(CCN(C)C)C2c2ccccn2)c1 (stereo not drawn),122,-1,-13,7,10,-10,0,2,-9
CCOC(=O)C1=Nc2ccccc2C1=[N+]=[N-],106,4,/,6,/,/,15,/,-33
CCOc1ccc2nc(NC(=O)CSc3nc4ccccc4c(=O)n3Cc3ccco3)sc2c1,138[fluorescence artefact?],17,-23,53*[fluorescence artefact?],5,0,76,1,-48
C=CCSC1=N/C(=C\c2sccc2C)C(=O)S1,/,/,8,/,16,-13,-3,1,12
CCOC(=O)N1CCC(NS(=O)(=O)c2cc3c(cc2C)NC(=O)CO3)CC1,116[fluorescence artefact?],2,-8,4,0,-9,-4,1,-12
Cc1ccc2nc(SCC(=O)c3ccc4c(c3)OCO4)[nH]c2c1,98,7,-17,-2,-1,-11,/,-1,/
O=C1CN=C(Nc2ccccc2)N1Cc1cccs1,117,7,-5,-8,8,-11,/,6,/
COc1cccc2c(=O)n(CC(=O)NC3CCCCC3)ccc12,125,8,-18,-2,6,-9,-1,0,0
CCOC(=O)C1CCN(C(=O)COC(=O)c2ccc(Br)o2)CC1,114,-4,-15,1,4,-23,-5,-4,-3
CCN(CC)c1ccc(NC(=O)CN2CCN(CC(=O)Nc3ccccc3F)CC2)cc1,116,-6,17,-4,-6,-8,9,-2,4
CCC(C)OC(=O)C1=C(C)NC2=C(C(=O)C(C(=O)OC)C(C)C2)C1c1ccc(N(C)C)cc1 (stereo not drawn),73[fluorescence artefact?],13,15,12,1,-11,7,2,-50
CC(C)CCOc1cccc(OCC(=O)N(C)C2CCS(=O)(=O)C2)c1 (stereo not drawn),83,-4,/,12,/,/,-2,/,-5
O=C(c1cn(-c2ccccc2)nc1-c1cccs1)N1CCN(c2ccc(F)cc2)CC1,128,7,-10,16[fluorescence artefact?],3,-6,-3,0,-6
CCCNC(=O)C1CCN(S(=O)(=O)c2c(C)noc2/C=C\c2ccc(OC)cc2)CC1,110,0[fluorescence artefact?],13,3[fluorescence artefact?],6,-3,42,6,-7
COc1ccc(C2C(C#N)=C(SC)NC3=C2C(=O)CC(C)(C)C3)cc1 (stereo not drawn),120,-2,/,2[fluorescence artefact?],/,/,-4,/,-6
O=C(COc1ncnc2ccccc12)N1CCN(S(=O)(=O)c2ccccc2)CC1,106,-5,-9,8,1,-11,-3,0,-10
Cc1ccc(-c2cc(C(=O)NCCN3CCOCC3)no2)cc1,118,-3,34,0[fluorescence artefact?],3,-16,/,-1,/
COc1cc(Br)c(S(=O)(=O)Nc2c(C)n(C)n(-c3ccccc3)c2=O)cc1OC,131,-5,-9,9,0,-12,3,-1,-7
CCc1nc(SCC(=O)Nc2cc(C)on2)n[nH]1,100,6,-6,13,8,1,-5,3,-6
CC(=O)c1ccc2c(c1)N(C)c1ccccc1S2,89,-4,-1,-5,2,-10,/,7,/
COC(=O)c1ccc2c(=O)n(CCCN3CCOCC3)c(=S)[nH]c2c1,105,-15,-15,-15,-1,-12,4,-3,-4
O=C(CN(C(=O)CCC(=O)Nc1ccccn1)c1ccc2c(c1)OCO2)NCc1ccco1,68,44,6,38,1,-7,-5,1,2
COn1c2c(c3c4nonc4ccc31)CCCC2,82[fluorescence artefact?],21,12,42,15,8,0,14,4
CCCCCCSc1nsc(N)n1,98[fluorescence artefact?],-10,8,-11,3,-4,-2,0,12
